From PubChem BioAssay
PfG6PD inh = PfG6PD (Plasmodium falciparum) enzyme inhibition; PfGluPho enzyme, NADPH resazurin-diaphorase fluorescence; inhibition, % at 20 µM; hit rate 0.78% among 350,000; AID 504690;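 active means inhibition reaching at least a set limit at 20 µM in the primary screen, cut at about 59% in these data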;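 further: 0% = DMSO wells with substrate and 100% = DMSO wells lacking glucose-6-phosphate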
SENP8 block-1 = blocks human SENP8 cleavage of Nedd8 substrate | Q96LD8 | inhibition, % at 20 µM | recombinant SENP8, Nedd8 substrate fluorescence | AID 602440 | hit rate 0.64% among 360,000; in the data active means inhibition mostly above about 40%, no sharp cut-off; inactive means mostly below about 27%
SENP1 inh = blocks the human SENP1 SUMO protease catalytic domain; recombinant SENP1 catalytic domain, CyPet-SUMO1-YPet FRET cleavage; inhibition, % at 10 µM; hit rate 0.21% among 360,000;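 active means inhibition at least 30% at 10 µM, raw YFP signal under a set limit, fluorescence ratio 0.5 to 1.5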;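 further: 0% = enzyme with DMSO and 100% = no enzyme wells; some results filed as inactive read as strong as hits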
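Controls: no-enzyme wells low, DMSO-plus-enzyme wells high control. Test system: human recombinant His6-tagged SENP1 catalytic domain enzyme. Reagent: SFCypet-SUMO1-SFYpet FRET protein substrate, 25 nM final. Doses: one dose per compound, 10 µM, 0.5% DMSO. Detection: FRET, CFP and YFP emission. Timing: 50 min reaction at room temperature.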
SENP6 block = SENP6 protease inhibition | inhibition, % at 10 µM | hit rate 1.8% among 330,000 | Recombinant SENP6 catalytic domain, aminoluciferin luminescence | Q9GZR1;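 active means inhibition above about 50% at the single tested dose, limit read from the data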;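 further: plate controls were DMSO wells with enzyme for no effect and DMSO wells lacking enzyme for full effect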
HKDC1 inhibitor = blocks human hexokinase HKDC1 activity; Q2TB90; recombinant HKDC1, G6PDH/diaphorase resazurin coupled fluorescence; inhibition, % at 20 µM; hit rate 0.16% among 340,000;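 active means inhibition above about 35% when tested at 20 µM, limit read from the data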;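 further: plate controls were DMSO wells with enzyme for no effect and DMSO wells lacking enzyme for full effect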
Target sequence (Q2TB90 whole entry, looked up): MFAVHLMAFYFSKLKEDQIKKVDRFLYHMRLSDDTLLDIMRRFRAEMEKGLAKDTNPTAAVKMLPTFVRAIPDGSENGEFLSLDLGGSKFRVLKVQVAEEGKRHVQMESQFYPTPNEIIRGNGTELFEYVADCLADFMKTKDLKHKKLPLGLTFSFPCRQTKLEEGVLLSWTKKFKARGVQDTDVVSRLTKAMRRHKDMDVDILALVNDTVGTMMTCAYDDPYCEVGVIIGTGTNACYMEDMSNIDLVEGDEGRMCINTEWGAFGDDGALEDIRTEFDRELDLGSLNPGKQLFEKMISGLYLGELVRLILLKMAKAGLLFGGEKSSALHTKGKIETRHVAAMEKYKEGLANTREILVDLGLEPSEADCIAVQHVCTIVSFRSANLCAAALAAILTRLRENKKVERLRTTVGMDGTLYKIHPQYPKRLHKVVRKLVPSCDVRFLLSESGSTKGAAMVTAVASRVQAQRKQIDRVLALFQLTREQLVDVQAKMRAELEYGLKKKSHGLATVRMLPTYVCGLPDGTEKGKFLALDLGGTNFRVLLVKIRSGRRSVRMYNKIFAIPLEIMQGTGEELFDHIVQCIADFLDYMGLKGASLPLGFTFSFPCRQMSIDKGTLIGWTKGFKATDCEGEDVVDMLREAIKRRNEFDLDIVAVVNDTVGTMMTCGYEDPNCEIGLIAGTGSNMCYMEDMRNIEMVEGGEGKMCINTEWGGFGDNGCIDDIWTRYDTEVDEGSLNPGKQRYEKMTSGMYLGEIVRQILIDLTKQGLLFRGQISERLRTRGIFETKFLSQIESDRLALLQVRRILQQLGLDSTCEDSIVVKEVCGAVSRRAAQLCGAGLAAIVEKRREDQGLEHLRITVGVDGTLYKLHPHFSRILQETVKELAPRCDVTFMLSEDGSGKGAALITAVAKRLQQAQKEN
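Material: recombinant HKDC1 hexokinase; Amount: HKDC1 at 5 µg/mL; Medium: Tris pH 8.0 buffer with MgCl2, Tween-20, BSA, BME; Schedule: 90 min reaction incubation at room temperature, dark; Technique: coupled resazurin fluorescence, excitation 525 nm, emission 613 nm.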
SENP7 block = inhibitors of human SENP7 protease | Q9BQF6 | recombinant SENP7, Z-RLRGG-aminoluciferin luminescence, 40 min | inhibition, % at 5 µM | hit rate 1.5% among 330,000;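 active means inhibition above about 50% at the single test dose, limit read from the data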;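 further: plate controls were DMSO with enzyme for no effect and no enzyme buffer wells for full effect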
SENP8 block-2 = inhibitors of human SENP8 protease | inhibition, % at 10 µM | hit rate 1.2% among 330,000 | purified SENP8, Z-RLRGG-aminoluciferin cleavage, luminescence | AID 2540 | Q96LD8; in the data active means inhibition above about 50%
Apaf-1 inh = inhibitors of human Apaf-1 apoptosome. O14727. reconstituted apoptosome caspase-3 activity, DEVD-Rh110 fluorescence. inhibition, % at 20 µM. hit rate 0.71% among 330,000; active means inhibition of at least 40% at 20 µM;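 further: plate controls were DMSO wells for no effect and DEVD-CHO caspase inhibitor wells for full effect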
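detection = Rh110 fluorescence intensity | test system = biochemical Apaf-1 apoptosome reconstitution | also added = cytochrome c and DEVD-Rh110 substrate | schedule = 30 min plus 50 min, RT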
* marks the source's active call; other numbers are inactive results; . = no result given; & = joins results of further samples. These rows are one share of the data; the hit share may differ from the screen's.

Structure,PfG6PD inh,SENP8 block-1,SENP1 inh,SENP6 block,HKDC1 inhibitor,SENP7 block,SENP8 block-2,Apaf-1 inh
c1cc(OCCN2CC2)ccn1,-6,6,0,.,-9,.,.,.
Clc1cc(Cl)c(-c2cc(Cl)c(Cl)cc2Cl)cc1Cl,13,-1,-1,-19,-1,-9,-17,4
OCCN1C2CCC1CC(O)(c1ccc(F)cc1)C2 (stereo unspecified),-10,14,2,0,-7,-3,-1,-9
CC(C)(C)c1cc([N+](=O)[O-])cc(C(C)(C)C)c1O,12,.,.,2,-7,6,-1,7
O=C(c1ccc(Cl)cc1)C12CN3CN(CN(C3)C1)C2,-2,19,0,6,-7,4,1,-2
CN(C)c1ccc(CN2CC=C(c3ccc(F)cc3)CC2)cc1,2,10,-1,14,-5,-1,-5,0
c1ccc([C@@H]2CO2)cc1,10,7,-1,-14,-2,-2,6,-4
C/C=C(\C)C(=O)N[C@@H](c1ccccc1)[C@@H](O)C(=O)O[C@H]1C[C@@]2(O)[C@@H](OC(=O)c3ccccc3)C3[C@](C)(C(=O)[C@H](OC(C)=O)C(=C1C)C2(C)C)[C@@H](O)C[C@H]1OC[C@@]31OC(C)=O (stereo partly specified),-9,1,1,-15,-2,-14,-18,8
N=c1c2c(n(Cc3ccc(Cl)cc3Cl)c3c1CCC3)CCCC2,-1,21,0,-8,-2,3,-7,21
COC(=O)[C@@H]1[C@@H](C(=O)OC)C2(c3ccccc3-c3ccccc32)N(c2ccc(Cl)cc2)N1C#N,15,0,0,-15,62*,6,-1,29
C=C[C@@]12CN(C)[C@H]3[C@H]1[C@@]1(C(=O)Nc4ccccc41)C1CC2[C@@H]3CO1,-9,8,-1,0,-6,-3,9,-9
O=[N+]([O-])c1ccc(O)c([N+](=O)[O-])c1,6,15,0,-16,-4,-5,-2,4
COP(=O)(/C=C(\Cl)c1ccccc1)/C=C(\Cl)c1ccccc1,-1,4,0,27,0,6,9,10
Cc1ccc(C2=NCC(=O)Nc3ccc(Br)cc32)cc1,47,14,2,-15,3,3,5,0
C=CCN1C(=O)NC(=O)/C(=C/c2ccc(N(C)C)c(Br)c2)C1=O,7,12,0,13,1,4,-7,7
Cc1cccc(C2=NCC(=O)N(CC(=O)NCc3ccco3)c3sc4c(c32)CCCC4)c1,-6,7,-1,-25,-1,3,-7,1
COc1ccc(OCC(=O)N2CCN(Cc3c[nH]c4ccccc34)CC2)cc1,12,20,-2,.,-3,.,.,.
C=CCn1c(O)c(C(CC)=NCCCO)c(=O)[nH]c1=O,-31,16,2,-2,-14,9,-3,5
CC(=O)N1CCN(CC(=O)Nc2ccc(C#N)c(Cl)c2)CC1,-4,6,1,-10,-2,2,-8,6
Clc1cccc(N2CCNCC2)n1,2,14,-1,-28,-12,1,10,-15

Another view of 2 compounds above.
C/C=C(\C)C(=O)N[C@@H](c1ccccc1)[C@@H](O)C(=O)O[C@H]1C[C@@]2(O)[C@@H](OC(=O)c3ccccc3)C3[C@](C)(C(=O)[C@H](OC(C)=O)C(=C1C)C2(C)C)[C@@H](O)C[C@H]1OC[C@@]31OC(C)=O (stereo partly specified)
  PfG6PD inh = -9
  SENP8 block-1 = 1
  SENP1 inh = 1
  SENP6 block = -15
  HKDC1 inhibitor = -2
  SENP7 block = -14
  SENP8 block-2 = -18
  Apaf-1 inh = 8

N=c1c2c(n(Cc3ccc(Cl)cc3Cl)c3c1CCC3)CCCC2
  PfG6PD inh = -1
  SENP8 block-1 = 21
  SENP1 inh = 0
  SENP6 block = -8
  HKDC1 inhibitor = -2
  SENP7 block = 3
  SENP8 block-2 = -7
  Apaf-1 inh = 21

Next part
Structure,PfG6PD inh,SENP8 block-1,SENP1 inh,SENP6 block,HKDC1 inhibitor,SENP7 block,SENP8 block-2,Apaf-1 inh
Cc1cc(N2CCN(C)CC2)nc2ccccc12,-16,-89,0,-3,-2,2,-2,-3
Cc1ccc(C2C(S(C)(=O)=O)=C(O)C(=O)N2c2ccccc2)cc1 (stereo unspecified) (tested in a mixture with another compound),12,7,5,-10,-6,6,3,-4
CC1CCN(CC(=O)c2cccc(C(F)(F)F)c2)CC1,2,11,-3,-11,-2,-9,-7,14
CC(=O)Nc1ccccc1C(=O)OCC(=O)c1cccc2ccccc12,19,-9,-1,-2,-6,-14,-19,24
CN1CCN(C(=O)Cc2ccccc2)CC1,-3,5,1,-16,3,0,0,-3
CCOP(=O)(C#CC(C)(C)C)C(O)(c1ccccc1)C(F)(F)F (stereo unspecified),-16,20,4,-11,5,3,-6,23
Fc1ccc(C(OCCN2CCCC2)c2ccc(Br)cc2)cc1 (stereo unspecified),9,24,3,-19,-9,8,-2,12
Cc1ccnc(NC(=O)CCCc2ccc(N(CCCl)CCCl)cc2)n1,17,2,-1,.,-2,.,.,.
COC(=O)C1=C(c2ccc(F)cc2OCc2ccccc2)C[C@@H]2CC[C@H]1N2C(=O)NCCOc1ccc(OC)cc1,-5,5,2,5,8,7,7,28
CC(C)c1ccc(N2C(=O)CC(=O)NC2=O)cc1,4,5,-14,-5,-2,-1,-7,3
O=C(CCn1nc(-c2ccc(Cl)cc2)ccc1=O)N1CCC2(CC1)OCCO2,-7,2,0,-7,-6,0,1,-15
COc1cc(OC)c([C@H]2C=C(C)[C@H]3C[C@@H]2C3(C)C)c(OC)c1,6,37,3,5,0,0,9,3
CN(C)C(=O)Oc1cccc(NC(=O)c2ccccc2C(F)(F)F)c1,2,10,3,-6,-5,6,-3,-5
CC(NCc1ccc(Cl)cc1Cl)C(O)c1ccccc1 (stereo unspecified),1,-2,2,-13,-7,2,6,-2
O=c1c2ccccc2nc(CN2CCCCCC2)n1-c1ccc(F)cc1,22,8,-16,-22,-5,6,3,-6
O=c1[nH]c(=O)n(Cc2ccc(F)cc2)c(O)c1C=NCCCO,-9,24,-1,-9,-2,-4,3,0
CCCCC(CC)COCCCN=Cc1c(O)[nH]c(=S)[nH]c1=O (stereo unspecified),-9,-16,-1,6,-4,-5,-3,-2
Oc1ccc(CCN2CCCCC2)cc1,11,17,-2,.,-1,.,.,.
O=C(Nc1ccc(C(F)(F)F)cc1)OC1CN2CCC1CC2 (stereo unspecified),-1,35,2,-26,-3,1,4,-9
COc1ccc(CN2CCNCC2)c(OC)c1OC,8&-3,-1&2,3&-3,9&-2,10&0,0&7,3&-2,-5&-3

(continued)
Structure,PfG6PD inh,SENP8 block-1,SENP1 inh,SENP6 block,HKDC1 inhibitor,SENP7 block,SENP8 block-2,Apaf-1 inh
COC(=O)C1=C(c2cccc(C#N)c2)C[C@@H]2CC[C@H]1N2C(=O)NCC1CC1,-8,10,2,-24,-2,-6,-8,10
CN1CCC(O)(c2cccs2)C(C(=O)c2cccs2)C1 (stereo unspecified),9,10,0,2,-5,-2,8,-11
CCN(CC)c1ccc(N=Cc2c(O)n(Cc3ccco3)c(=O)[nH]c2=O)cc1,11,-7,-32,-4,-2,6,1,1
CC(C)C[C@H](NC(=O)[C@@H]1CCCN1C(=O)[C@@H](N)Cc1ccc(O)cc1)C(=O)NCC(N)=O,-7,5,2,-10,-7,-13,-6,-4
CCN(CCNc1ccc([N+](=O)[O-])c2cccnc12)S(=O)(=O)c1ccc(Cl)cc1,0,29,-44,4,2,3,-4,13
Cc1cccc(-n2c(O)c(/C=N/Nc3nc4c(c(=O)n(C)c(=O)n4C)n3C)c(=O)[nH]c2=S)c1,18,5,-50,-5,-3,0,-6,29
COc1cc2c(cc1OC)C13CCN4C=C5CCOC6CC(=O)N2C1C6C5CC43 (stereo unspecified),7,23,2,.,-4,.,.,.
CCC1CCC(C)N(N=O)C1 (stereo unspecified),-15,15,1,.,0,.,.,.
Nc1c(C(=O)NCCN2CCOCC2)c2nc3ccccc3nc2n1Cc1ccccc1,17,-425,-30,25,6,6,0,82*
CC12CCC(=O)C=C1CCC1C2C(O)CC2(C)C(O)CCC12 (stereo unspecified),-21,2,-8,.,10,.,.,.
CCCC(=O)NC(Oc1ccc(OC)cc1)C(Cl)(Cl)Cl (stereo unspecified),0,18,1,-14,-6,-8,-13,-6
CCOc1cc(C=O)ccc1O,5,3,2,-6,-1,5,1,-12
COc1ccc(C(=O)C2CCCN(CCO)C2)c(C)c1 (stereo unspecified),-6,6,0,-3,-9,-4,-10,5
O=C(CN1CCOCC1)c1cccc2ccccc12,12,-27,-2,-16,12,-6,-3,2
Cn1c(O)c(/C=C/C=Nc2ccccc2)c(=O)n(C)c1=S,-6,16,-27,2,-5,-5,1,-4
CC(C)n1nnnc1CN1CCN(C)CC1,7,16,2,-12,-7,3,-7,-3
Cc1ccc(/C=C2\C(=O)NC(=O)N(CCc3ccc(F)cc3)C2=O)s1,6,3,-1,-8,17,3,4,-6
CCCCCCn1c(=O)c(C(=O)Nc2cccc(C)n2)c(O)c2ccccc21,-8,-10,0,-8,-2,13,-7,-7

Filtered by structure: the entries above with an aryl methoxy group.
Structure,PfG6PD inh,SENP8 block-1,SENP1 inh,SENP6 block,HKDC1 inhibitor,SENP7 block,SENP8 block-2,Apaf-1 inh
COc1ccc(OCC(=O)N2CCN(Cc3c[nH]c4ccccc34)CC2)cc1,12,20,-2,.,-3,.,.,.
COC(=O)C1=C(c2ccc(F)cc2OCc2ccccc2)C[C@@H]2CC[C@H]1N2C(=O)NCCOc1ccc(OC)cc1,-5,5,2,5,8,7,7,28
COc1cc(OC)c([C@H]2C=C(C)[C@H]3C[C@@H]2C3(C)C)c(OC)c1,6,37,3,5,0,0,9,3
COc1ccc(CN2CCNCC2)c(OC)c1OC,8&-3,-1&2,3&-3,9&-2,10&0,0&7,3&-2,-5&-3
COc1cc2c(cc1OC)C13CCN4C=C5CCOC6CC(=O)N2C1C6C5CC43 (stereo unspecified),7,23,2,.,-4,.,.,.
CCCC(=O)NC(Oc1ccc(OC)cc1)C(Cl)(Cl)Cl (stereo unspecified),0,18,1,-14,-6,-8,-13,-6
COc1ccc(C(=O)C2CCCN(CCO)C2)c(C)c1 (stereo unspecified),-6,6,0,-3,-9,-4,-10,5
